KCNH2 WT inh: blocks the wildtype human KCNH2 potassium channel | U2OS, BacMam KCNH2, thallium flux FluxOr; active compounds read low | activity change, % at 1.84 µM | 340,000 compounds, 0.37% hits | AID 720551;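 active = maximum activity change below -70%; inconclusive = maximum activity change between -70% and -50%; inactive = maximum activity change above -50%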
Target sequence (Q12809 whole entry, looked up): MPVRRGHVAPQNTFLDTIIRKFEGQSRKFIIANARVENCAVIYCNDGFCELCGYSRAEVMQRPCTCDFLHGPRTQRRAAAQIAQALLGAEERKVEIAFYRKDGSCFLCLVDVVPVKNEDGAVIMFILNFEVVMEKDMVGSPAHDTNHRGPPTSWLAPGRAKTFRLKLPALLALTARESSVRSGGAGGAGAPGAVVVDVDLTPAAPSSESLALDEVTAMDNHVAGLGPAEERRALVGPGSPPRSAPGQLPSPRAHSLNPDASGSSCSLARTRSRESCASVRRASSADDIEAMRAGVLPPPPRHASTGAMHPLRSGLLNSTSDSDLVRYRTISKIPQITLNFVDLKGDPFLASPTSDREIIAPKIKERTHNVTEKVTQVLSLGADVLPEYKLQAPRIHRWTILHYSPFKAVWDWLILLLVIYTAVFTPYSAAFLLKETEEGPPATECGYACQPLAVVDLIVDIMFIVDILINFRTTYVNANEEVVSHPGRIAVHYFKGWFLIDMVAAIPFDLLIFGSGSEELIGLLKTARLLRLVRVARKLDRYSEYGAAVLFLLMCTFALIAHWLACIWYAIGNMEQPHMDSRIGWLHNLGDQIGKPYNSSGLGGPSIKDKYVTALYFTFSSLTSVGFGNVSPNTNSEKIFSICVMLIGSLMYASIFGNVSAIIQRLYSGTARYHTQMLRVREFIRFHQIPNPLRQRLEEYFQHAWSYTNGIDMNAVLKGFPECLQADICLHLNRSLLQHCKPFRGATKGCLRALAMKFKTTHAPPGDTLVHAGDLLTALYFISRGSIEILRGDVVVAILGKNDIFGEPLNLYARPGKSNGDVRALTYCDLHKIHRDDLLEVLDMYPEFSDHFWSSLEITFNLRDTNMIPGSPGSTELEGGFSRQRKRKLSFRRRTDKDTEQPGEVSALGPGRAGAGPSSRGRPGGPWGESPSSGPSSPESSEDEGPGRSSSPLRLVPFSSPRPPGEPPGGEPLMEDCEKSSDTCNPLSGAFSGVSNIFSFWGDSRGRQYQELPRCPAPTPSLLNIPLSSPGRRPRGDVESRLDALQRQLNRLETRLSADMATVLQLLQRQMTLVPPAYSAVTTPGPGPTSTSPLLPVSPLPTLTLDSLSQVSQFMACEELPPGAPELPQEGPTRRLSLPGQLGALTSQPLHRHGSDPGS
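U2OS cells transduced with wild-type KCNH2 virus are loaded with FluxOr dye for 45 min, and thallium flux is measured in kinetic reads before and after stimulation buffer. Rate constants are normalized to DMSO controls.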
BCR signal inh: blocks chronic active B-cell receptor signaling; ABC-DLBCL IkBa-CBG/CBR reporter, luminescence ratio, 4 h; Potency, µM (series often up to 46.1 µM), inactives show at the top dose ratio change, negative = lower green/red ratio, usual class: inhibitors; 340,000 compounds, 0.05% hits; active = well fitted inhibition curve with a large enough effect in the signal ratio, with a control signal flat, not every such curve was filed as active; inconclusive = small, poorly fitted or top-dose-only effect, or effect the other way, or a change in a side signal; the % refers to the signal ratio;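 also: potency is read from the fitted curve at half-maximal effect; plate controls were basal doxycycline-induced cells for no effect and cells given 10 µM MG132 for full effect; MG132 reads +100%, hits lower the ratio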
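Doxycycline induced both beetle luciferases in TMD8 lymphoma cells; IKK-driven degradation limits the IkappaBalpha-fused green signal, while red luminescence normalises for cell number and nonspecific effects. Compounds tested up to 46 uM, 4 hrs.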
B2AR arrestin: beta2AR (human) beta-arrestin recruitment activity | P07550 | beta-arrestin recruitment to beta2AR, cell-based reporter | Potency, µM (doses to about 46.1 µM), for inactives: top-dose activation, hits mostly activators | 330,000 compounds, 0.02% hits | AID 492947;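 also: potency is read from the fitted curve at half-maximal effect; 0% = DMSO controls and full agonism = EC100 isoproterenol or metaproterenol; nearly all actives have a fitted effect of over 65% in size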
Giardia killer: kills Giardia lamblia; Giardia lamblia trophozoite viability; activity change, % at 7.66 µM, hits read low; 340,000 compounds, 0.15% hits; AID 540267; in the data active = activity change below about -80%; inconclusive = between about -30% and that limit;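 also: parasites exposed to compound for two days anaerobically before the ATP read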
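Luminescent ATP signal served as the viability read-out, measured 15-30 min after adding ATP detection reagent to trophozoites that had been incubated with compounds for 48 hrs at 37 deg C anaerobically at 100 cells/well.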
FBPA coupling cs: coupling enzyme interference in Giardia aldolase counter-screen; activity change, negative = inhibition, % at 58.2 µM, hits read low; coupling enzyme system counterscreen, AmpLite Red fluorescence; 290,000 compounds, 0.67% hits; in the data active = activity change below about -30%
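Coupling enzymes only (glyceraldehyde-3-phosphate) + compound, at 57.5 uM final, 10 min RT; add substrate/coupling/AmpLite Red mix, 20 min RT; fluorescence ex 525/em 598 nm. Actives flag coupling-system interference.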
PKM2 activator: increases activity of human pyruvate kinase M2. P14618. purified PKM2, Kinase-Glo ATP luminescence, activation; response scale: 0% is enzyme alone, no compound. Potency, µM (doses to about 57.5 µM), for inactives: at the highest dose activation, most hits filed as activators. 260,000 compounds, 0.34% hits. AID 1631; also: potency is read from the fitted curve at half-maximal effect; nearly all actives have a fitted effect of over 55% in size
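ATP formation by purified human PK-M2, quantified via coupled luciferase luminescence after 1 h at room temperature with 0.1 mM ADP and 0.5 mM PEP final.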
USP2a block: blocks human ubiquitin-specific protease USP2a | O75604 | USP2 core, Ub-CHOP2 coupled fluorogenic reporter, 485/531 | Potency, µM (top dose mostly 38.3 µM), without a hit: top-dose activity change, negative = inhibition, most hits filed as inhibitors | 330,000 compounds, 0.01% hits | AID 463254;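 also: potency is read from the fitted curve at half-maximal effect; plate controls were DMSO wells for no effect and full inhibition by NEM control for full effect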
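Cell-free coupled assay: 10nM USP2 core preincubated 30min RT with compound in Tris-HCl pH 8.0/CaCl2/CHAPS buffer, then 25nM Ub-CHOP2 and 25nM reporter substrate; fluorescence (Ex 485/Em 531) read after 60min RT, normalized to NEM inhibition, concentration-response curves fitted.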
GALK inhibitor: inhibitors of human galactokinase; Potency, µM (titrated, usually from 57.5 µM), inactives show at the highest dose activity change, negative = inhibition, hits mostly inhibitors; AID 1868; 270,000 compounds, 0.007% hits; P51570; Purified GALK, Kinase-Glo residual ATP luminescence; also: potency is read from the fitted curve at half-maximal effect
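Quantitative HTS: GALK 5 nM, ATP 35 uM, galactose 100 uM, 1 h room temperature, then luciferase-based ATP detection.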
Eya2 phos inh: blocks the phosphatase activity of human Eya2; O00167; recombinant Eya2, OMFP fluorescence dephosphorylation (OMFP is methylfluorescein phosphate); Potency, µM (doses to about 76.9 µM), without a hit: top-dose activity, negative = inhibition, hits mostly inhibitors; 330,000 compounds, 0.006% hits; also: potency is read from the fitted curve at half-maximal effect
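Eya2 (0.2 uM) preincubated 10 min at ambient with compound, then OMFP substrate added at 50 uM; 10 min reaction in 50 mM HEPES pH 7.5, 50 mM NaCl, 5 uM MgCl2, 0.05% BSA, 1 mM DTT. Fluorescence read at Ex 485/Em 525 nm.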
uPA surface inh: cell surface uPA generation inhibition | cell surface uPA generation assay, qHTS | Potency, µM (doses to about 38.3 µM), inactives show at the top dose activity change, negative = inhibition, actives largely listed as inhibitors | AID 540303 | 330,000 compounds, 0.31% hits; active = well fitted inhibition curve with a large enough effect; inconclusive = small, poorly fitted or top-dose-only effect; inactive = no such curve, though single readings can be large or run the other way; tested in mouse RAW 264.7 cells; also: potency is read from the fitted curve at half-maximal effect; nearly all actives have a fitted effect of over 55% in size
KCNH2 3.1 block: inhibitors of human KCNH2 3.1 potassium channel isoform | activity change, % (tested at about 1.8 µM) | 340,000 compounds, 0.95% hits | U2OS KCNH2 3.1, thallium flux FluxOr; active compounds read low | AID 720553;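 active = maximum activity change below -70%; inconclusive = maximum activity change from -70% to -50%; inactive = maximum activity change above -50%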;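 also: thallium influx rate constant from kinetic fluorescence after stimulation buffer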
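Steps: virus added to U2OS suspension (4 h, RT, dark); medium with 10% FBS added, cells plated, 37 C overnight; FluxOr/Red40 loading buffer 45 min RT; stimulation buffer, 2 min kinetic read; rate constant normalized.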
Numbers without * were called inactive; ? = inconclusive; / = not tested or not shown. Unless noted, calls follow the shape of the dose curve; as a rule, active = well fitted curve in the direction sought with a large enough effect; inconclusive = small, poorly fitted or top-dose-only effect, or another doubt; inactive = no such curve, though single readings can be large; an effect the other way counts as inactive or inconclusive. Unless noted, % is scaled to controls: 0 for no effect and ±100 for the full control effect.

SMILES	KCNH2 WT inh	BCR signal inh	B2AR arrestin	Giardia killer	FBPA coupling cs	PKM2 activator	USP2a block	GALK inhibitor	Eya2 phos inh	uPA surface inh	KCNH2 3.1 block
COC(=O)CSc1ccc2nnc(CCNS(=O)(=O)c3ccccc3)n2n1	9	?	-0.5%	?	5	1%	9%	1%	7%	8%	3
Cc1ccn(C(=O)c2ccc(NC(=O)CC(C)C)cc2)n1	5	-2%	-0.2%	7	1	-1%	3%	6%	5%	8%	-8
COc1cc(C(Nc2ccc(S(=O)(=O)N3CCC(C)CC3)cc2)C(=O)NCC2CCCO2)cc(OC)c1OC (configuration not stated)	-2	-1%	-0.6%	0	2	-4%	2%	/	13%	3%	-1
COc1ccc(NS(=O)(=O)c2cccc(C(=O)NCc3ccccn3)c2)cc1	-3	1%	-0.2%	-15	/	/	0%	/	-29%	-8%	4
CCOc1cc2[nH]c(=S)n(CCCC(=O)NCc3ccccn3)c(=O)c2cc1OCC	-6	-14%	0.2%	5	/	/	3%	-9%	-9%	13%	2
Cc1cccn2c(=O)c(C=O)c(NCc3ccccc3)nc12	-2	4%	0.0%	-15	2	1%	-1%	2%	-2%	9%	10
N#C/C(=C/c1ccc(-c2ccc(Br)cc2)o1)C(=O)NC1CCCCC1	-8	2%	-1.0%	12	-1	7%	3%	2%	1%	-18%	0
COC(=O)[C@]1(Cc2ccccc2)N[C@H](CN(C)S(=O)(=O)c2ccc(C)cc2)[C@@H]2C(=O)N(Cc3ccccc3)C(=O)[C@@H]21	2	1%	-1.0%	-4	/	/	1%	/	5%	12%	-2
CCOc1ccc(S(=O)(=O)N2CCN(Cc3ccc4c(c3)OCO4)CC2)cc1Cl	13	-6%	-0.2%	-10	-1	/	-5%	-2%	8%	3%	6
O=[N+]([O-])c1ccc(N2CCN(c3ccccc3Cl)CC2)cn1	9	?	-1.0%	-11	0	2%	1%	-2%	1%	3%	-4
COC(=O)CC1(c2cccc3ccccc23)C(=O)c2ccccc2C1=O	0	-11%	-0.3%	-11	-4	1%	-2%	-3%	-1%	-12%	6
O=C(CSc1nc2ccccc2o1)Nc1ccc(N2CCOCC2)c(Cl)c1	20	0%	-1.0%	4	-6	-6%	2%	-1%	-5%	-7%	7
CCNC(=S)NNC(=O)CSc1nc2ccccc2n1C	0	?	0.9%	7	-9	3%	1%	-2%	3%	1%	8
COc1ccc(OC)c(NC(=O)CSc2n[nH]c(-c3cccnc3)n2)c1	5	-11%	-0.3%	4	0	/	6%	-3%	-18%	-1%	-3
COc1cccc(CC(=O)OCc2csc(CC(=O)Nc3ccccc3C)n2)c1	-6	-18%	-0.1%	-5	/	/	1%	/	10%	5%	-1
CNS(=O)(=O)c1cn(CC(=O)N(C)Cc2ccccc2)cc1S(=O)(=O)NC	56	-2%	-0.1%	-3	3	/	4%	/	?	-1%	4
COc1ccc(S(=O)(=O)N2CCCCC2)cc1NC(=O)c1ccc(C)cc1	-8	3%	0.1%	-16	/	/	1%	/	3%	8%	-9
COc1cccc(C(Nc2ccccn2)c2oc(CO)cc(=O)c2O)c1 (configuration not stated)	/	14%	6.6%	-6	-24	?	5%	-2%	-14%	-11%	-5
CCOC(=O)CNC(=O)CSc1nnc(COc2ccc(Cl)cc2)n1CC	2	0%	0.4%	-4	4	-3%	-1%	-1%	18%	-15%	-7
COc1cc(C2C=C(C34CC5CC(CC(C5)C3)C4)NC(=S)N2)cc(OC)c1OC (configuration not stated)	-2	-14%	0.1%	-7	1	-1%	-2%	0%	-20%	-9%	30
CC1(C)NC(=O)N(CC(O)COc2ccccc2-c2ccccc2)C1=O (configuration not stated)	-3	0%	0.5%	4	1	0%	2%	2%	10%	4%	3
CSc1cccc(CN2CCCC(CNC(=O)c3ccc(F)cc3)C2)c1 (configuration not stated)	19	-12%	-0.6%	9	2	-19%	0%	9%	-7%	-2%	-21
O=C(COC(=O)C1CCCN1C(=O)C12CC3CC(CC(C3)C1)C2)c1ccc(Br)cc1 (configuration not stated)	0	-11%	-0.7%	-29	-1	-2%	-2%	-1%	-43%	-3%	-6
OC[C@@H]1[C@@H](c2ccc(F)cc2)C(c2ccccc2)=NN1c1ccccc1	-4	4%	-0.4%	-2	-3	/	-3%	/	-12%	2%	-46
CCOc1ccc(N(CC(=O)Nc2ccc(C)c(Cl)c2)S(C)(=O)=O)cc1	1	-3%	-0.6%	-1	-1	-2%	0%	/	8%	18%	4

The closing two records of the part above are carried over, then new ones follow.
SMILES	KCNH2 WT inh	BCR signal inh	B2AR arrestin	Giardia killer	FBPA coupling cs	PKM2 activator	USP2a block	GALK inhibitor	Eya2 phos inh	uPA surface inh	KCNH2 3.1 block
OC[C@@H]1[C@@H](c2ccc(F)cc2)C(c2ccccc2)=NN1c1ccccc1	-4	4%	-0.4%	-2	-3	/	-3%	/	-12%	2%	-46
CCOc1ccc(N(CC(=O)Nc2ccc(C)c(Cl)c2)S(C)(=O)=O)cc1	1	-3%	-0.6%	-1	-1	-2%	0%	/	8%	18%	4
COc1ccc(Br)cc1CNC(=O)CCC(=O)N1CCSc2ccccc21	-2	11%	0.2%	-1	1	11%	-1%	/	2%	8%	1
CCN(CC)CCN1C(=O)C2C(C(=O)Nc3cccc(SC)c3)C3C=CC2(O3)C1C(=O)NC1CCCC(C)C1C (configuration not stated)	28	11%	-0.7%	-7	0	1%	-1%	-1%	2%	-8%	-5
O=C(NCCCn1ccnc1)C1CCCN(S(=O)(=O)c2ccc(F)cc2)C1 (configuration not stated)	8	2%	0.2%	-18	2	-7%	4%	-2%	17%	3%	-1
CC(C)(C)C(=O)Nc1nc2c(c(=O)[nH]1)CCCC2	8	?	0.2%	-3	3	8%	5%	7%	9%	-1%	-13
O=C(N/N=C/c1ccc(OCC2COCCO2)cc1)c1ccc(Br)cc1 (configuration not stated)	8	5%	-0.1%	-8	4	1%	1%	-2%	-12%	-13%	-4
CC1(C)Cc2c(sc3c4nnnn4c4nnnn4c23)CO1	/	-1%	0.0%	/	-1	2%	1%	6%	14%	/	/
COCC(C)n1c(C)cc(C(=O)COC(=O)C2=NN(c3ccccc3)C(=O)CC2)c1C (configuration not stated)	/	?	0.1%	/	3	4%	1%	-2%	1%	/	/
Cc1cc(C)cc(-n2c(N)c(C(=O)Nc3c(C)n(C)n(-c4ccccc4)c3=O)c3nc4ccccc4nc32)c1	24	?	0.1%	12	-17	9%	0%	1%	-2%	3%	0
COc1cc(-c2nc(S(=O)(=O)c3ccc(C)cc3)c(N3CCOCC3)o2)cc(OC)c1OC	-9	-3%	-0.3%	29	6	-2%	-2%	1%	-10%	-5%	-22
Cn1c(=O)n(C)c2cc(NC(=O)COc3ccccc3)ccc21	-5	-15%	0.2%	-2	-4	5%	2%	4%	-8%	-5%	-24
Cn1c(COc2ccccc2)nnc1SCC(=O)NC1CCCC1	-1	2%	-0.1%	-25	0	-3%	2%	9%	1%	0%	7
O=C(NC1CCCN(c2ccc(C(F)(F)F)cn2)C1)c1ccncc1 (configuration not stated)	13	4%	-0.1%	4	/	/	-3%	-2%	7%	-17%	14
Cc1ccc(NC(=O)Cc2n[nH]c(=S)n2C)cc1	2	1%	0.5%	8	0	-2%	-2%	4%	-3%	3%	4
CCC(C)n1c(=S)[nH]c2c(sc3ccc([N+](=O)[O-])cc32)c1=O (configuration not stated)	-8	-5%	0.1%	8	1	12%	2%	0%	-5%	0%	2
O=C(c1ccc(Cl)c(NC2=NC3CS(=O)(=O)CC3S2)c1)N1CCN(c2ccc(F)cc2)CC1 (configuration not stated)	7	-11%	0.4%	-11	/	/	0%	6%	7%	4%	12
O=C(Nc1cc(C(F)(F)F)ccc1N1CCCCC1)c1ccco1	4	-3%	-0.4%	-26	2	-1%	-2%	-4%	-13%	2%	6
O=C(O)CSc1ncnc2c1sc1nc(-c3ccccc3)c3c(c12)CCC3	-2	?	-0.4%	-9	4	0%	6%	/	?	4%	15
Cc1ccccc1NC(=S)N1CCOCC1	/	10%	-0.4%	1	0	7%	5%	1%	3%	14%	-3
Cc1cc(C)n2ncc(C(=O)NCc3ccccc3)c2n1	-5	-10%	0.5%	0	4	3%	4%	2%	-16%	0%	-87*
COc1cccc(CN(C(=O)c2cccc(OC)c2)C2CCS(=O)(=O)C2)c1 (configuration not stated)	2	3%	-0.2%	-2	1	/	3%	-2%	-1%	-6%	27
CCCCn1c(NCc2ccc3c(c2)OCO3)nc2ccccc21	9	?	-0.7%	-3	0	-13%	-3%	0%	-12%	-10%	-44
Cc1cc(C(=O)N/N=C\c2ccc(COc3ccc([N+](=O)[O-])cc3)o2)ccc1[N+](=O)[O-]	-1	1%	-0.1%	2	2	0%	0%	-2%	-6%	0%	7
c1ccc(CCN2CCN(c3ncnc4c3cnn4-c3ccccc3)CC2)cc1	4	15%	0.1%	-17	0	5%	-2%	1%	-16%	1%	9
COc1ccc(C2=NOC(Cn3nc(C(=O)NCc4cccs4)cc3-c3ccccc3)C2)cc1 (configuration not stated)	6	4%	-0.1%	-2	/	/	-1%	/	21%	13%	-34

High-throughput results deposited in PubChem by National Center for Advancing Translational Sciences (NCATS).
